From PubChem BioAssay
phage Ecoli inh – growth loss of phage-infected E. coli, primary screen, RecBCD inhibitor project, absorbance, with phage, HTS. AID 651602, 2012. inhibition, % at 11.9 µM. 360,000 compounds, 0.26% hits; in the data active = inhibition above about 11%
Mot1-301 SUMO – yeast Mot1-301 growth rescue at high temperature, primary screen, SUMOylation pathway inhibitor project, S. cerevisiae, ATP luminescence, 38.5C; 320,000 compounds, 1% hits; S. cerevisiae Mot1-301 growth rescue; percent above DMSO median, 100 means doubled; AID 2716, 2010; growth rescue, % at 18.8 µM;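 active = every valid replicate shows activation above 250% relative to neutral control wells; inactive = the rest, any valid replicate at or below 250%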;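 note: OY570 slx delta 5 strain wells were the positive control but not used for scaling; some compounds called inactive have numbers as strong as hits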
Ecoli viability – E. coli V3065 growth inhibition, primary screen, counter-screen for AddAB inhibitor project, absorbance, OD600; 18 h; inhibition, % at 11.9 µM; 330,000 compounds, 0.27% hits; AID 449728, 2010;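 active = inhibition above the campaign's mean inhibition across all tested compounds plus 3 SD, cut at about 9.9% in these data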;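 note: uninfected addAB+ strain grown without phage in ampicillin broth; 0% = DMSO wells and 100% = ciprofloxacin 0.95 µg/ml wells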
PKA-R2B activ – activators of PKA-R2B holoenzyme, primary screen, biochemical, fluorescence polarization, Cy5-IP20, human; PKA-R2B holoenzyme dissociation; R2B truncated from residue 108, S112A mutant; 0% DMSO only, 100% 113 µM cGMP; 340,000 compounds, 0.079% hits; activation, % at 11.4 µM; AID 504700, 2011;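 active = activation above a cutoff set at the mean over all compounds plus 3 SD, cut at about 18% in these data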;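 note: higher means more holoenzyme dissociation and a rise in polarization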
Target sequence (P31323 whole entry, looked up, other chains not shown, the tested form may be a part): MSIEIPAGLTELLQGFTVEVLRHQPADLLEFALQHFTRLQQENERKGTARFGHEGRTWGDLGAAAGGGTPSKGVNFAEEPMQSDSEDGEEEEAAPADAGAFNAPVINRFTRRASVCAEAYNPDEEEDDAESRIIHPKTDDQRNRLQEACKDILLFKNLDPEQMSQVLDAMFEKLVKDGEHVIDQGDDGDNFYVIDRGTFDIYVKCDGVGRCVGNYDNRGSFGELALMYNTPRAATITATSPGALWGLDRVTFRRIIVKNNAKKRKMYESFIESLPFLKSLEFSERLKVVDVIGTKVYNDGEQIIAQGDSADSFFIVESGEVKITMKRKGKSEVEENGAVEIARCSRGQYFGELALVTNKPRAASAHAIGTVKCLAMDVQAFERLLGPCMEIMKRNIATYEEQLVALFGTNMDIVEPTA
PKA-R1A act – activators of PKA-R1A holoenzyme, primary screen, biochemical, fluorescence polarization, Cy5-IP20, bovine R1A, mouse PKAc | cAMP-dependent protein kinase type I-alpha regulatory subunit (Bos taurus) + … | PKA-R1A dissociation; scaled: DMSO 0%, 113 µM cGMP 100% | activation, % at 11.4 µM | 340,000 compounds, 0.083% hits | AID 504707, 2011;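 active = percent activation above the mean of all tested compounds plus 3 SD, cut at about 19% in these data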;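 note: higher means more PKAc released from R1A so a rise in polarization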
HTR5A inv ag – HTR5A inverse agonists in luminescence cell assay, primary screen, counter-screen for OPRM1-OPRD1 heterodimer inverse agonist project, full-deck HTS; 5-hydroxytryptamine receptor 5A (Homo sapiens), P47898; HTR5A cell line, inverse agonism; inhibition, % at 9.3 µM; 340,000 compounds, 0.083% hits; in the data active = inhibition mostly above about 23%, no sharp cut-off; inactive = mostly below about 18%;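 note: 0% = cells with DMSO and 100% = no-cell wells with DMSO; some compounds called inactive have numbers as strong as hits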
DAGLB inhibitor – DAGLB lipase inhibitors, primary screen, biochemical, fluorescence, HTS | Diacylglycerol lipase-beta (Homo sapiens), Q8NCG7 | HEK293T DAGLB membrane lysate, EnzChek fluorogenic substrate | inhibition, % at 5.17 µM | 340,000 compounds, 0.059% hits | AID 504411, 2011; in the data active = inhibition above about 34%;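 note: 0% = enzyme with vehicle and 100% = wells lacking enzyme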
Tat export inh – E. coli Tat export inhibitors, primary screen, MC4100, TorA-mCherry reporter, fluorescence, single point | inhibition, % at 10 µM | 340,000 compounds, 0.036% hits | AID 488895, 2010;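 active = mean replicate inhibition at least 50% and at least half of replicates individually reaching 50%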;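 note: exported cargo escapes ClpAP degradation while cytoplasmic cargo is degraded and loses fluorescence; 0% = median of neutral control wells and 100% = median of NaSCN control wells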
CDK5 inh – inhibitors of human CDK5/p35 kinase, primary screen, biochemical, single concentration. Recombinant CDK5/p35, ADP-Glo luminescence, 60 min. Cyclin-dependent kinase 5 (Homo sapiens) + Cyclin-dependent kinase 5 activator 1 (Homo …. 330,000 compounds, 0.01% hits. AID 488839, 2010. inhibition, % at 10 µM;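 active = highest replicate inhibition of at least 50% and at least 75% of replicates reaching 50%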;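 note: plate controls were DMSO neutral control for no effect and GW8510 at 10 µM for full effect; many of its hits are not listed in these tables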
Target sequence (Q00535 whole entry, looked up): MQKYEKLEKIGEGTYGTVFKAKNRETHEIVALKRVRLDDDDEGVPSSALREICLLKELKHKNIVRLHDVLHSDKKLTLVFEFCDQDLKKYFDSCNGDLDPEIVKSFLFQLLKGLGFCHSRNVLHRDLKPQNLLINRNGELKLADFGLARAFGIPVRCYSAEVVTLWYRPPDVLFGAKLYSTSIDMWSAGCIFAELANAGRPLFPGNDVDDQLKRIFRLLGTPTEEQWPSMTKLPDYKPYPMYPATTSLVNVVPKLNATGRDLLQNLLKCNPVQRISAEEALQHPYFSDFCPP
Target sequence (Q15078 whole entry, looked up): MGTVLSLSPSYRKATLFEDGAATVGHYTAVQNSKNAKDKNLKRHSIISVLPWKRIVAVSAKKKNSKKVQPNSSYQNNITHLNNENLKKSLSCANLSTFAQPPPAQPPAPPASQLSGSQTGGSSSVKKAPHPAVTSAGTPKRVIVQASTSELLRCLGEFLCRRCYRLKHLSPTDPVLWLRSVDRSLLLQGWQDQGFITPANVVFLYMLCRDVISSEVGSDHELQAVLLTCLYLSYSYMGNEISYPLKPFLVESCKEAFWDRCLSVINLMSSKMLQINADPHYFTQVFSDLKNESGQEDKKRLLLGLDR
HTR5A ag – HTR5A agonists in luminescence cell assay, primary screen, counter-screen for OPRM1-OPRD1 heterodimer agonist project, full-deck HTS; 5-hydroxytryptamine receptor 5A (Homo sapiens), P47898; 340,000 compounds, 0.61% hits; cell-based; activation, % at 9.3 µM; AID 504692, 2011; in the data active = activation mostly above about 9.5%, no sharp cut-off; inactive = mostly below about 7.6%;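 note: 0% = cells with vehicle only and 100% = reference agonist; strong numbers were not always called active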
AddAB inh – growth inhibition of E. coli expressing H. pylori AddAB, primary screen, AddAB inhibitor project, absorbance | inhibition, % at 11.9 µM | 330,000 compounds, 0.29% hits; in the data active = inhibition above about 12%;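 note: 0% = vehicle wells of infected cells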
* = called active by the depositor; nt = not tested or not shown; + = active, no number.

SMILES	phage Ecoli inh	Mot1-301 SUMO	Ecoli viability	PKA-R2B activ	PKA-R1A act	HTR5A inv ag	DAGLB inhibitor	Tat export inh	CDK5 inh	HTR5A ag	AddAB inh
O=C(O)CCC(=O)N1CCN(c2nc(-c3ccccc3)c3ccccc3n2)CC1	2.0	-10	-0.8	5	-8	3	2	-5	4.9	-1	0.7
Cc1nc2c(=O)[nH]c3ccccc3c2o1	5.4	13	0.9	-6	-6	-6	-1	-12	-0.8	2	1.8
COc1ccc(CCNC(=O)Cc2ccc(OCc3ccccc3)c(OC)c2[N+](=O)[O-])cc1OCc1ccccc1	1.3	6	1.1	7	-3	-19	-5	1	-0.4	7	0.9
CN(CC(=O)Nc1ccc(N2CCOCC2)cc1)C(=O)c1cccc(Cl)c1Cl	3.8	-15	-3.9	12	2	-41	0	3	-1.0	13	2.7
COc1cc(OC)cc(C(=O)NCC(=O)N2CCCCCCC2)c1	1.1	3	-3.0	-7	2	9	-2	6	-0.1	-4	2.3
CCC(C)NC(=O)CC(c1ccc(OC)cc1)n1cccc1 (stereo not given)	3.0	-2	-0.1	11	11	-7	-1	-13	-0.4	-1	2.3
CCCC(=O)Nc1cc(C)c2c(=O)oc3ccccc3c2n1	2.2	8	-0.5	-7	-8	0	-2	-6	-2.1	0	-1.7
CCCCC(=O)NS(=O)(=O)c1ccc(N=NN2CCOCC2)cc1	3.4	-13	2.2	-9	-8	10	2	14	-1.4	2	1.9
CC1(c2nnc(-c3ccccc3)o2)CC(c2ccc(Cl)cc2)=NO1 (stereo not given)	1.8	-10	2.1	3	8	-11	-9	2	0.8	4	3.7
COc1cc(C(=O)NC(C)C2CC3CCC2C3)cc(OC)c1OC (stereo not given)	-1.1	20	2.1	1	-4	11	-3	-11	2.0	-3	4.0
CC(C)CN(C(=O)CCC(=O)OCC(=O)c1ccc(F)c(F)c1)c1c(N)n(CC(C)C)c(=O)[nH]c1=O	1.0	-7	-1.1	5	-3	7	0	-4	0.0	-3	-2.6
Cc1ccc(CSc2nnc(SCC(=O)N/N=C/c3c[nH]c4ccccc34)s2)cc1	-0.1	nt	nt	-7	-4	-56	3	6	-0.6	2	nt
CCOc1ccc(C2NC(=O)NC(c3ccccc3)=C2C(C)=O)cc1OC (stereo not given)	-0.2	10	-0.5	-15	-1	-13	-1	1	0.6	5	0.7
CC(=O)Nc1ccc(SC(C)C(=O)NC(N)=O)cc1 (stereo not given)	4.3	190	-1.3	1	-4	7	-2	-3	-0.1	1	4.0
CC(C)(C)C(=O)C[n+]1ccc(C(N)=O)cc1	3.9	-11	-0.2	6	4	17	1	-5	0.7	-7	2.1
COc1ccc(CN2CCNC(=O)C2CC(=O)NC2CCCCCCC2)cc1C (stereo not given)	2.3	-8	0.0	-1	0	-10	4	4	1.5	-8	-0.2
COC(=O)C(c1ccccc1)N(Cc1cccc(CN(C(C(=O)OC)c2ccccc2)S(C)(=O)=O)c1)S(C)(=O)=O (stereo not given)	1.3	21	0.6	3	6	24	1	1	0.6	-2	-0.6
Cc1cccc(C(=O)Nc2cccc(C(=O)N/N=C/c3ccccn3)c2)c1	0.9	-4	-1.2	0	-2	0	1	-5	-0.3	0	1.4
O=C(Nc1cccc(S(=O)(=O)N2CCCCC2)c1)c1ccc([N+](=O)[O-])o1	5.9	41	0.7	-11	-11	-14	3	-2	0.8	4	5.4
Cc1onc(-c2c(Cl)cccc2Cl)c1C(=O)Nc1ccc(C(N)=O)cc1	-0.5	-9	-0.5	1	7	1	-1	-2	-0.2	1	3.0
Cc1ccc(NC(=O)C(C)Sc2nnc3ccccn23)cc1 (stereo not given)	0.1	-1	0.0	-4	2	-11	-2	0	-2.5	4	1.2
COc1cccc(CNC(=O)c2ccccc2NC(=O)C2=C(C)OCCS2)c1	-0.9	0	-1.4	7	2	-5	2	0	nt	1	1.5
Cc1nc(N)nc(N)c1-c1ccc([N+](=O)[O-])cc1	0.1	nt	nt	-4	-5	6	-1	-11	-1.3	-2	nt
CC1(C)C(=O)C2(CCCCC2)C(=O)OC1c1cccc([N+](=O)[O-])c1 (stereo not given)	4.1	-21	-1.6	-3	2	19	-2	-12	-2.0	-7	0.6
Cc1ccc(C)c(C(=O)CCC(=O)OCn2nnc3ccccc3c2=O)c1	0.5	-1	0.7	2	5	0	-4	-3	-0.1	5	3.8
CCOc1cc(C(=O)Nc2cccc(C(C)=O)c2)ccc1OCC(=O)N1CCCCC1	3.6	4	4.0	-6	7	14	-1	7	1.0	-6	0.2
COCCNC(=S)Nc1ccc(S(=O)(=O)Nc2ncccn2)cc1	2.0	329	-0.7	3	5	30	-2	-3	0.7	-2	-0.7
COc1ccc(S(=O)(=O)N2CCCCCC2)cc1C(=O)N(C)Cc1ccc(C(C)(C)C)cc1	0.1	0	nt	-10	-3	12	-11	18	-2.7	-3	nt
CCc1ccccc1NC(=O)CN(C)S(=O)(=O)c1ccc2c(c1)c(=O)n(C)c(=O)n2C	2.2	30	-2.2	-5	4	-18	-1	16	-0.2	6	2.7
CCc1nnc(NC(=O)CSc2nnc3c(C)cc4c(C)ccc(C)c4n23)s1	2.7	-2	-3.3	-10	-5	-1	-1	3	-1.3	0	0.9
OCCCc1nc2n(n1)C(c1ccccc1)C=C(c1ccccc1)N2 (stereo not given)	nt	4	-2.5	-2	-8	-6	-2	-5	1.5	2	-1.5
CC(=O)Nc1ccc(NC(=O)c2nc(S(=O)(=O)Cc3cccc(C)c3)ncc2Cl)cc1	-0.7	13	2.1	-1	-10	-2	1	-8	nt	1	1.8
Cc1noc(NS(=O)(=O)c2ccc(NC(=O)CSc3nc4c(cc3C#N)CCCC4)cc2)c1C	2.6	-18	0.3	2	5	-10	3	-8	1.7	3	4.7
CCOC(=O)Cn1cnc2c(nnn2-c2cccc(Cl)c2)c1=O	1.9	590	-0.3	-3	-2	5	-5	-10	0.8	-1	-0.5
Cc1ccc(-c2nc(S(=O)(=O)c3ccc(C)cc3)c(SCC(=O)NCC3CCCO3)o2)cc1 (stereo not given)	0.5	2	-1.3	6	4	0	0	-1	1.3	-1	1.7
CC(=O)O[C@H]1[C@H](O)[C@H](Oc2c(O)c(C)c3c4c2[C@@H](C)CC[C@@H]4[C@@H](C)C[C@H]3C=C(C)C)O[C@@H](C)[C@H]1O	nt	nt	-1.8	-16	-23	11	-6	14	3.4	-3	0.7
CCC1(c2ccccc2)NC(=O)N(CC(=O)NCc2ccccc2OC)C1=O (stereo not given)	0.2	-4	-1.6	-4	-6	-1	1	1	-2.0	0	-0.3
CCNS(=O)(=O)c1ccc(C(=O)OCC(=O)N2CCCc3ccccc32)cc1	0.1	12	-1.2	10	1	-9	0	9	-1.4	3	1.6
CC(C)(c1ccccc1)c1ccc(OCC2CO2)cc1 (stereo not given)	3.8	196	-3.5	1	12	-19	-4	3	0.2	3	2.4
COc1ccc(Oc2nc3ccccc3n(C)c2=O)cc1	3.3	5	-0.2	-11	-5	-6	-4	-14	-0.4	-4	0.4
Cc1onc(-c2c(Cl)cccc2Cl)c1C(=O)NN1CCCCCC1	2.7	-6	1.3	-2	5	9	0	6	-0.1	-4	0.7
O=[N+]([O-])c1ccc(Cl)c(NC(=S)N2CCCC2)c1	0.1	-16	0.6	7	-9	-14	-1	6	1.0	5	3.2
Cc1ccc(OCC(=O)N2c3ccccc3CC2C)c([N+](=O)[O-])n1 (stereo not given)	1.6	-4	1.9	4	9	-7	2	11	0.6	2	1.6
COc1ccc(NC2CCCN(C(=O)c3cn(C)c4ccccc34)C2)cc1 (stereo not given)	1.5	-7	1.3	7	-1	-6	0	-13	-1.1	7	2.4
COc1ccccc1NS(=O)(=O)c1ccc2[nH]c(=O)[nH]c2c1	0.2	-7	0.9	0	0	-8	2	2	1.3	2	3.5
Cc1ccc(NC(=O)c2ccc(S(=O)(=O)N(C)c3ccccc3)cc2)cc1S(=O)(=O)N1CCOCC1	1.1	nt	nt	1	1	-6	-1	7	-0.7	0	nt
Cc1nnsc1C(=O)N1CCCC(N2CCN(c3cccc(C(F)(F)F)c3)CC2)C1 (stereo not given)	0.6	2	1.1	5	-4	5	-2	1	0.0	4	0.1
Cc1cc(NS(=O)(=O)c2ccc(NC(=O)CSc3nc4ncc(Br)cc4[nH]3)cc2)nc(C)n1	2.9	-18	-0.8	3	-5	12	0	1	6.8	-4	-0.2
COc1cc(OC)cc(C(=O)NCC(=O)Nc2ccc(OC)c(Cl)c2)c1	-0.8	-6	0.7	-17	1	-14	-2	4	1.2	4	-1.1
COc1ccc(CCNC(=O)CC(=O)N/N=C/c2ccc(C(=O)O)cc2)cc1OC	3.1	-5	1.0	-15	-9	-6	-1	-1	-0.2	6	1.8
CCOc1ccc(Cn2ccnc2CCl)cc1[N+](=O)[O-]	3.6	-8	2.7	-9	-18	-10	1	-2	-1.5	-3	0.8
CC1CC(C)(C)NC(=S)N1CC(=O)NCc1ccc2c(c1)OCO2 (stereo not given)	1.3	2	-2.1	-8	2	-27	1	-1	0.3	-5	4.1
Cc1oc2c(C)c3oc(=O)c(CCC(=O)NCCCn4ccnc4)c(C)c3cc2c1C	1.9	-13	-0.8	-2	-5	2	0	-9	2.2	-1	3.5
Cc1cccc(C(=O)O/N=C(/c2ccccc2)c2ccncc2)c1	-0.1	-3	-1.7	-10	-10	11	-2	5	-0.9	-4	0.1
O=C1NC(c2ccccc2)C(C(=O)c2cccs2)=C1O (stereo not given)	0.6	nt	-1.9	-19	-5	15	0	-6	-0.1	4	-0.2
COc1ccc(N(CC(=O)NN=C2CCCCCCC2)S(=O)(=O)c2ccccc2)cc1	-0.6	-1	-4.3	2	-1	-18	-1	3	1.1	7	-2.3
C=C(C)COc1ccc(-c2nc(N)ncc2-c2ccc(Br)cc2)c(O)c1	-0.5	-15	1.7	-9	-6	20	-1	-5	-0.4	-6	-2.4
Cc1ccccc1-c1nnc(SCc2ccc(F)cc2)o1	1.2	+	1.4	-3	-10	-14	-9	7	-2.1	4	1.3
COc1ccccc1NC(=S)N(Cc1ccco1)Cc1cc2cccc(C)c2[nH]c1=O	2.8	387*	-0.8	-7	-8	-14	0	-4	1.0	-3	0.4
CCOc1cc(CNCC2CCCO2)cc(Br)c1OCC(N)=O (stereo not given)	3.4	102	1.6	2	-7	-2	-1	1	-0.8	2	1.6
